T cruzi intra: intracellular Trypanosoma cruzi inhibition. intracellular Trypanosoma cruzi in host cells, plate reader. activity score (inhibition), % at 5.01 µM. 22,000 tested, 4.9% active; in the data active = activity score above about 55%;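 note: parasites and compound incubated about four days before reading; 0% = median of neutral control wells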
INS-1E rescue: rescue of cytokine-induced death in INS-1E beta cells; INS-1E cytokine-induced death, ATP luminescence, 48 h; normalised: neutral wells 0, positive control 100; protection from cytokine-induced ATP loss, % at 10 µM; 20,000 tested, 0.1% active; AID 488910;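 active = mean replicate protection from cytokine-induced ATP loss at least 50% and at least 75% of replicates each reaching 50%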
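assay system = INS-1E rat insulinoma cells | amount = 8000 cells per well | medium = phenol-red-free RPMI with 5% fetal bovine serum | doses = one compound concentration, pin transfer | timing = 48 h cytokine plus compound treatment, 10 min reagent incubation | also added = IL-1β, TNF-α and IFN-γ cytokine mix | signal = CellTiter-Glo luminescence measuring cellular ATP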
An asterisk follows results filed as active; · = no result given. Some of the compounds tested; the hit share may differ from the screen's.

Results follow in this order: T cruzi intra	INS-1E rescue
C[C@H](CO)N1C[C@H](C)[C@H](CN(C)C(=O)Nc2ccc3c(c2)OCO3)Oc2ccc(NC(=O)CCCCCC(=O)Nc3ccccc3N)cc2CC1=O
 : -49	9
C[C@@H]1CN([C@H](C)CO)C(=O)c2cc(NC(=O)CCC(F)(F)F)ccc2O[C@H]1CN(C)Cc1ccc(Cl)c(Cl)c1
 : -3	-10
C[C@@H]1CCCCO[C@H](CN(C)C(=O)C2CCCCC2)[C@@H](C)CN([C@H](C)CO)C(=O)c2cc(NC(=O)CCCCCC(=O)Nc3ccccc3N)ccc2O1
 : -10	4
Cc1ccc(S(=O)(=O)Nc2ccc3c(c2)CC(=O)N([C@@H](C)CO)C[C@H](C)[C@@H](CN(C)C(=O)Nc2ccc4c(c2)OCO4)O3)cc1
 : -5	4
COc1ccc(CN(C)C[C@@H]2Oc3c(NC(=O)NC(C)C)cccc3C(=O)N([C@H](C)CO)C[C@@H]2C)cc1
 : -30	-4
C[C@@H]1CN([C@@H](C)CO)C(=O)c2cccc(NC(=O)C3CC3)c2O[C@@H]1CN(C)C(=O)NC1CCCCC1
 : 17	6
CNC[C@H]1Oc2c(NS(=O)(=O)c3ccc(OC)cc3)cccc2C(=O)N([C@H](C)CO)C[C@H]1C
 : -8	-2
O=C(NO)c1ccc(C(=O)N/N=C/c2ccc3ccccc3c2)cc1
 : -12	3
C[C@@H]1CCCCO[C@H](CN(C)C(=O)CCCN(C)C)[C@@H](C)CN([C@H](C)CO)C(=O)c2cc(NC(=O)CCC(F)(F)F)ccc2O1
 : -11	6
C[C@H](CO)N1C[C@H](C)[C@@H](CN(C)C)Oc2ccc(NS(=O)(=O)c3ccc(F)cc3)cc2C1=O
 : -21	2
O=C(CCCCCCC(=O)Nc1ccccc1O)N/N=C/c1ccc(O)c(O)c1O
 : 51	23
C[C@H](CO)N1C[C@H](C)[C@H](CN(C)S(=O)(=O)c2cn(C)cn2)Oc2ncc(-c3ccccc3)cc2C1=O
 : -13	·
O=C(N/N=C/c1ccc(F)cc1)c1ccccn1
 : -14	-8
C[C@@H]1CN([C@@H](C)CO)C(=O)Cc2cc(NC(=O)Cc3cn(C)c4ccccc34)ccc2O[C@@H]1CN(C)S(C)(=O)=O
 : 10	1
C[C@H]1CN([C@@H](C)CO)C(=O)c2cc(NS(=O)(=O)c3ccc(F)cc3)ccc2O[C@H]1CN(C)Cc1ccc(C(F)(F)F)cc1
 : 55*	·
CC(C)NC(=O)N(C)C[C@@H]1Oc2ccc(NC(=O)Nc3ccccc3)cc2C(=O)N([C@H](C)CO)C[C@@H]1C
 : -3	1
Cc1noc(C)c1NC(=O)N(C)C[C@H]1Oc2c(NS(=O)(=O)c3ccccc3)cccc2C(=O)N([C@H](C)CO)C[C@H]1C
 : -18	13
CC(C)NC(=O)Nc1ccc2c(c1)C(=O)N([C@H](C)CO)C[C@H](C)[C@@H](CN(C)C(=O)CCC(F)(F)F)OCCCC[C@@H](C)O2
 : -43	15
C[C@H](CO)N1C[C@H](C)[C@H](CN(C)Cc2ccc(-c3ccccc3)cc2)Oc2ccc(NS(C)(=O)=O)cc2C1=O
 : 22	-10
COc1ccc(S(=O)(=O)N(C)C[C@@H]2Oc3ncc(-c4ccc(F)cc4)cc3C(=O)N([C@H](C)CO)C[C@@H]2C)cc1
 : 25	·
COc1ccc(CN(C)C[C@@H]2Oc3ccc(NC(=O)Nc4ccc(C(F)(F)F)cc4)cc3CC(=O)N([C@H](C)CO)C[C@H]2C)cc1
 : -8	-8
C[C@@H]1CN([C@H](C)CO)C(=O)c2cc(NS(=O)(=O)c3cccs3)ccc2O[C@@H]1CN(C)C(=O)NC1CCCCC1
 : 9	-4
C[C@H]1CN([C@@H](C)CO)C(=O)c2cc(NC(=O)Cc3ccccc3)ccc2O[C@@H]1CN(C)S(=O)(=O)c1cn(C)cn1
 : -10	3
C[C@H]1CN([C@@H](C)CO)C(=O)c2cccc(NC(=O)c3ccncc3)c2O[C@H]1CN(C)C(=O)Nc1ccc(C(F)(F)F)cc1
 : 86*	8
C[C@@H]1CN([C@H](C)CO)C(=O)c2cccc(NC(=O)c3ccncc3)c2O[C@@H]1CN(C)Cc1ccc(-c2ccccc2)cc1
 : 67*	-21
C[C@H](CO)N1C[C@H](C)[C@@H](CN(C)C)Oc2c(NS(=O)(=O)c3ccc(Cl)cc3)cccc2C1=O
 : -33	10
C[C@@H]1CN([C@H](C)CO)C(=O)c2cccc(NC(=O)C3CC3)c2O[C@@H]1CN(C)CC1CCCCC1
 : -2	-9
C[C@@H]1CN([C@H](C)CO)C(=O)c2cc(NS(=O)(=O)c3ccc(F)cc3)ccc2O[C@H]1CN(C)S(=O)(=O)c1ccc(F)cc1
 : 5	-1
C[C@H](CO)N1C[C@H](C)[C@H](CN(C)Cc2ccccc2)Oc2ccc(NC(=O)Nc3ccccc3)cc2CC1=O
 : -7	3
COc1ccc(S(=O)(=O)N(C)C[C@@H]2Oc3c(NC(=O)Nc4ccc(C(F)(F)F)cc4)cccc3C(=O)N([C@@H](C)CO)C[C@H]2C)cc1
 : 2	-7

One compound at a time, as listed above.
Shown for `COc1ccc(S(=O)(=O)N(C)C[C@@H]2Oc3c(NC(=O)Nc4ccc(C(F)(F)F)cc4)cccc3C(=O)N([C@@H](C)CO)C[C@H]2C)cc1` = T cruzi intra: 2; INS-1E rescue: -7
Shown for `C[C@@H]1CN([C@H](C)CO)C(=O)c2cccc(NC(=O)c3ccncc3)c2O[C@@H]1CN(C)Cc1ccc(-c2ccccc2)cc1` = T cruzi intra: 67*; INS-1E rescue: -21

Remaining list, next part
Results follow in this order: T cruzi intra	INS-1E rescue
C[C@@H]1CN([C@H](C)CO)C(=O)c2cc(NC(=O)Nc3ccccc3)ccc2O[C@@H]1CN(C)S(=O)(=O)c1ccccc1
 : 1	0
C[C@@H]1CN([C@@H](C)CO)C(=O)c2cccc(NS(=O)(=O)c3cccs3)c2O[C@@H]1CN(C)C(=O)NC1CCCCC1
 : 16	-3
Cc1noc(C)c1NC(=O)Nc1cccc2c1O[C@@H](CN(C)Cc1ccc(Oc3ccccc3)cc1)[C@H](C)CN([C@@H](C)CO)C2=O
 : 36	-23
COc1ccc(NC(=O)Nc2ccc3c(c2)C(=O)N([C@H](C)CO)C[C@H](C)[C@@H](CN(C)Cc2ccc(Oc4ccccc4)cc2)O3)cc1
 : 1	-8
C[C@@H]1CCCCO[C@@H](CN(C)S(=O)(=O)c2ccccc2)[C@@H](C)CN([C@H](C)CO)C(=O)c2cc(NC(=O)Nc3ccc(C(F)(F)F)cc3)ccc2O1
 : 69*	-13
C[C@@H]1CN([C@@H](C)CO)C(=O)c2cc(NC(=O)Nc3ccc(C(F)(F)F)cc3)ccc2O[C@@H]1CN(C)C(=O)Nc1ccc2c(c1)OCO2
 : 35	-11
C[C@@H]1CN([C@H](C)CO)C(=O)Cc2cc(NS(C)(=O)=O)ccc2O[C@H]1CN(C)C
 : -9	-3
COc1ccc(NC(=O)N(C)C[C@@H]2Oc3ccc(NC(=O)Nc4ccc(F)cc4)cc3CC(=O)N([C@H](C)CO)C[C@@H]2C)cc1
 : -7	15
COc1ccc(CN(C)C[C@@H]2Oc3ccc(NS(=O)(=O)c4ccc(C)cc4)cc3C(=O)N([C@H](C)CO)C[C@H]2C)cc1
 : 50	-42
C[C@H]1CN([C@@H](C)CO)C(=O)c2cc(NC(=O)Nc3ccc(C(F)(F)F)cc3)ccc2O[C@@H]1CN(C)C
 : -17	5
C[C@H]1CN([C@@H](C)CO)C(=O)c2cc(NS(=O)(=O)c3cn(C)cn3)ccc2O[C@H]1CN(C)C(=O)NC1CCCCC1
 : 5	·
CC(C)OC(=O)N(C)C[C@H]1OCc2cnnn2CCCC(=O)N([C@H](C)CO)C[C@H]1C
 : -25	·
C[C@@H]1CN([C@H](C)CO)C(=O)c2cc(NC(=O)Nc3ccc(F)cc3)ccc2O[C@@H]1CN(C)Cc1ccc(Cl)c(Cl)c1
 : 52	-6
COc1ccc(CN(C)C[C@H]2OCCCC[C@@H](C)Oc3ccc(NC(=O)Nc4ccc(F)cc4)cc3C(=O)N([C@H](C)CO)C[C@@H]2C)cc1
 : 0	-12
C[C@H]1CN([C@@H](C)CO)C(=O)Cc2cc(NC(=O)Cc3ccccc3)ccc2O[C@@H]1CN(C)S(=O)(=O)c1ccccc1
 : -8	15
CC(C)NC(=O)N(C)C[C@H]1Oc2ccc(NC(=O)Nc3ccc4c(c3)OCO4)cc2CC(=O)N([C@@H](C)CO)C[C@@H]1C
 : -12	6
CC(C)NC(=O)N(C)C[C@@H]1Oc2ccc(NC(=O)CCCCCC(=O)Nc3ccccc3N)cc2C(=O)N([C@@H](C)CO)C[C@@H]1C
 : -17	7
C[C@H]1CN([C@@H](C)CO)C(=O)c2cc(NS(=O)(=O)c3cn(C)cn3)ccc2O[C@H]1CN(C)Cc1ccc2c(c1)OCO2
 : -12	·
C[C@@H]1CN([C@@H](C)CO)C(=O)c2cccc(NC(=O)c3cnccn3)c2O[C@H]1CN(C)S(=O)(=O)c1ccc(Cl)cc1
 : -10	1
Cc1noc(C)c1S(=O)(=O)Nc1cccc2c1O[C@H](CN(C)C(=O)Nc1ccc(F)cc1)[C@H](C)CN([C@@H](C)CO)C2=O
 : 3	2
C[C@@H]1CN([C@@H](C)CO)C(=O)c2cccc(NC(=O)CCCCCC(=O)Nc3ccccc3N)c2O[C@@H]1CN(C)C(=O)Nc1ccc(C(F)(F)F)cc1
 : 4	-2
COc1ccc(NC(=O)N(C)C[C@@H]2Oc3c(NC(=O)Nc4ccc5c(c4)OCO5)cccc3C(=O)N([C@H](C)CO)C[C@H]2C)cc1
 : 0	3
C[C@@H]1CCCCO[C@H](CN(C)Cc2ccc3c(c2)OCO3)[C@@H](C)CN([C@H](C)CO)C(=O)c2cc(NC(=O)c3ccccc3)ccc2O1
 : 8	-18
C[C@@H]1CN([C@@H](C)CO)C(=O)CCCn2cc(nn2)CO[C@H]1CN(C)C(=O)Nc1ccnc(N2CCOCC2)c1
 : -17	5
C[C@@H]1CN([C@H](C)CO)C(=O)Cc2cc(NC(=O)CCN3CCOCC3)ccc2O[C@H]1CN(C)C(=O)Nc1ccc(F)cc1
 : -7	6
C[C@H](CO)N1C[C@H](C)[C@H](CN(C)S(=O)(=O)c2cn(C)cn2)Oc2c(NC(=O)C3CC3)cccc2C1=O
 : -33	6
Cc1noc(C)c1S(=O)(=O)N(C)C[C@H]1OCc2cn(nn2)CCCC(=O)N([C@@H](C)CO)C[C@H]1C
 : 1	·
Cc1ccc(S(=O)(=O)N(C)C[C@H]2Oc3ccc(NC(=O)Cn4cnnn4)cc3CC(=O)N([C@@H](C)CO)C[C@@H]2C)cc1
 : 1	10
C[C@H]1CN([C@@H](C)CO)C(=O)c2cccc(NS(C)(=O)=O)c2O[C@H]1CN(C)S(=O)(=O)c1ccccc1
 : -25	17
C[C@H]1CN([C@@H](C)CO)C(=O)c2cccc(NC(=O)C3CCCCC3)c2O[C@@H]1CN(C)C(=O)NC1CCCCC1
 : -13	7

Overlap with the part before: two entries, followed by the next part.
Results follow in this order: T cruzi intra	INS-1E rescue
C[C@H]1CN([C@@H](C)CO)C(=O)c2cccc(NS(C)(=O)=O)c2O[C@H]1CN(C)S(=O)(=O)c1ccccc1
 : -25	17
C[C@H]1CN([C@@H](C)CO)C(=O)c2cccc(NC(=O)C3CCCCC3)c2O[C@@H]1CN(C)C(=O)NC1CCCCC1
 : -13	7
Cc1noc(C)c1S(=O)(=O)Nc1ccc2c(c1)C(=O)N([C@@H](C)CO)C[C@H](C)[C@H](CN(C)S(=O)(=O)c1ccc(Cl)cc1)O2
 : 53	·
Cc1noc(C)c1S(=O)(=O)Nc1ccc2c(c1)CC(=O)N([C@@H](C)CO)C[C@H](C)[C@@H](CN(C)Cc1ccc(-c3ccccc3)cc1)O2
 : 66*	-4
COc1ccc(S(=O)(=O)Nc2cccc3c2O[C@H](CN(C)Cc2ccncc2)[C@H](C)CN([C@@H](C)CO)C3=O)cc1
 : 8	-2
Cc1ccc(S(=O)(=O)N(C)C[C@H]2Oc3c(NC(=O)Nc4c(C)noc4C)cccc3C(=O)N([C@@H](C)CO)C[C@@H]2C)cc1
 : -13	11
Cc1noc(C)c1NC(=O)Nc1cccc2c1O[C@H](CN(C)Cc1ccc(C(F)(F)F)cc1)[C@@H](C)CN([C@@H](C)CO)C2=O
 : -11	-1
C[C@@H]1CN([C@@H](C)CO)C(=O)c2cccc(NS(=O)(=O)c3ccc(F)cc3)c2O[C@H]1CN(C)C(=O)Nc1ccc2c(c1)OCO2
 : 0	8
COc1ccc(S(=O)(=O)N(C)C[C@H]2Oc3ccc(NC(=O)c4ccncc4)cc3CC(=O)N([C@H](C)CO)C[C@H]2C)cc1
 : -18	10
C[C@H]1CN([C@@H](C)CO)C(=O)c2cc(NC(=O)Cc3ccccc3)ccc2O[C@@H]1CN(C)C(=O)Nc1ccccc1
 : -12	9
C[C@H]1CN([C@@H](C)CO)C(=O)Cc2cc(NC(=O)Nc3ccc(C(F)(F)F)cc3)ccc2O[C@H]1CN(C)S(=O)(=O)c1cn(C)cn1
 : -61	14
C[C@H]1CN([C@@H](C)CO)C(=O)c2cc(NS(=O)(=O)c3ccc(F)cc3)ccc2O[C@H]1CN(C)C(=O)Nc1ccccc1
 : 7	-3
